Compound activity (PubChem)
CHRM5 PAM = positive allosteric modulators of human muscarinic M5 receptor. P08912. CHO-K1 hM5, Fluo-8 calcium, ACh EC20 PAM; 0% = ACh EC20, 100% = ACh EC100. activation, % at 3 µM. actives 0.3% (n = 360,000). AID 624038;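 active means activation above the run cutoff, the mean activation of all test compounds plus 3 SD, cut at about 18% in these data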
Target sequence (P08912 whole entry, looked up): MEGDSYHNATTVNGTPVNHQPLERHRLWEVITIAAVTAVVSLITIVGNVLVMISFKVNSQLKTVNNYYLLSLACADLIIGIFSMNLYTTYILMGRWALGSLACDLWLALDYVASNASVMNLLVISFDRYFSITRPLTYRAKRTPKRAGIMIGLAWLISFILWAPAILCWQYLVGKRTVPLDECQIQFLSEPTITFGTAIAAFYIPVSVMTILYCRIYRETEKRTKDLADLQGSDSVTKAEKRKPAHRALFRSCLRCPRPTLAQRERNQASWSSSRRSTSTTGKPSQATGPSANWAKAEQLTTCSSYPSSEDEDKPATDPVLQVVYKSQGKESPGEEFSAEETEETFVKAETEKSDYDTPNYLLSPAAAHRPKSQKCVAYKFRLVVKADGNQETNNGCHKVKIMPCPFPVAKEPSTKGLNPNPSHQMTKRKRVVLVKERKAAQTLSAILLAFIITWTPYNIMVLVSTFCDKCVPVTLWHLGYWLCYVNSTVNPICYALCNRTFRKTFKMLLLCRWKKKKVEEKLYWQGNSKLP
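System – CHO-K1 hM5 cells · Compound – 3 µM, single dose · Incubation – compound preincubation 140 s before EC20 acetylcholine addition · Technique – Fluo-8 calcium fluorescence · Measure – Max/basal fluorescence ratio as % of EC20–EC100 ACh window · Benchmarks – low control EC20 acetylcholine (0%), high control EC100 acetylcholine (100%) · Replication – singlicate, one well per test compound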
IDE cell inh = inhibits human insulin-degrading enzyme in HEK cells. P14735. FAbetaB cleavage, fluorescence polarization. inhibition, % at 5.59 µM. actives 0.41% (n = 320,000);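 active means percent inhibition above the average of all tested compounds plus 3 SD, set per screening campaign, cut at about 16% in these data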;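 further: IDE supplied by intact live HEK cells; FP after avidin binding of uncleaved biotin substrate so inhibition keeps polarization high; 0% = DMSO wells and 100% = 60 µM reference IDE inhibitor Ii1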
M5 antag = antagonists of human muscarinic M5 receptor (CHRM5); inhibition, % at 3 µM; P08912; CHO-hM5 cells, Fluo-8 calcium fluorescence, ACh EC80; actives 0.59% (n = 360,000); AID 624040;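 active means inhibition above a per-plate cutoff, the mean of that plate's test compounds plus 3 SD, cut at about 27% in these data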;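 further: 0% = acetylcholine EC80 with DMSO and 100% = DMSO without agonist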
CRFR2-BP ag = agonists of human CRF-binding protein/CRF-R2 receptor complex. HEK293 CRF-R2/CRF-BP, calcium dye fluorescence (FLIPR); percent of saturating CRF peptide response. activation, % at 13.2 µM. actives 0.46% (n = 350,000);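 active means activation of at least 50%, plus an integration ratio under a set limit after plate pattern correction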;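 further: plate controls were neutral control wells without compound for no effect and CRF at EC100 for full effect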
M4 ag = CHRM4 agonism in calcium assay; actives 0.14% (n = 360,000); activation, % at 3 µM; P08173; CHO-K1 hM4/Gqi5, Fluo-8 calcium fluorescence; vehicle 0%, full acetylcholine response 100%;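 active means activation above the run mean over all test wells plus 3 SD, cut at about 32% in these data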;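 further: peak over basal fluorescence ratio per well then scaled between controls; 0% = DMSO wells and 100% = acetylcholine at EC100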
Target sequence (P08173 whole entry, looked up): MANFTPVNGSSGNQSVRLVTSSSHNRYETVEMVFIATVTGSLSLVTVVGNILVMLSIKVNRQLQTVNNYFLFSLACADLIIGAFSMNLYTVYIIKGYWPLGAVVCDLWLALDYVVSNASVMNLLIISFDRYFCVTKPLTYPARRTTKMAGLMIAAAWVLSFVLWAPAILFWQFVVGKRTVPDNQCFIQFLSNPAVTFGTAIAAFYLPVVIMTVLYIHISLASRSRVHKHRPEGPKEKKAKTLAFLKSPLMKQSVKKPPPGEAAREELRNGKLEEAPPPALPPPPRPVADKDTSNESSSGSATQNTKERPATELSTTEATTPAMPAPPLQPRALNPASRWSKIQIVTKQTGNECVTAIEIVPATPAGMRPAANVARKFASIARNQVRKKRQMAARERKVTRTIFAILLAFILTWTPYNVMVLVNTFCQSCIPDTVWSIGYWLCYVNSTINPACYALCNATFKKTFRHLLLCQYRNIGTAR
CHRM4 antagonist = antagonists of human muscarinic M4 receptor (CHRM4). CHO-hM4 cells, ACh EC80, Fluo-8 calcium fluorescence. inhibition, % at 3 µM. actives 0.73% (n = 360,000);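 active means inhibition above its plate's cutoff, the mean inhibition of sample wells plus 3 SD, cut at about 27% in these data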;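 further: 0% = acetylcholine EC80 with DMSO and 100% = DMSO without agonist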
M4 PAM = potentiates acetylcholine response at human M4 receptor; P08173; CHO-K1 hM4/Gqi5, Fluo-8 calcium fluorescence, ACh EC20; 0% = ACh EC20, 100% = maximal ACh; activation, % at 3 µM; actives 0.4% (n = 360,000); AID 624126;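 active means activation above its plate's cutoff, the mean activation of sample wells plus 3 SD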; further: some results filed as inactive read as strong as hits
CHRM5 agonist = CHRM5 agonism in calcium assay. P08912. CHO-K1 hM5 cells, Fluo-8 calcium fluorescence; 0% DMSO wells, 100% maximal acetylcholine response. activation, % at 3 µM. actives 0.19% (n = 360,000). AID 624037;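 active means activation above the run's mean over test compounds plus 3 SD, cut at about 23% in these data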;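 further: signal is peak over basal fluorescence ratio across the kinetic read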
CRFBP-R2 block = CRF-BP/CRF-R2 complex antagonism; HEK293 CRF-R2/CRF-BP, CRF-induced calcium fluorescence; inhibition, % at 11.8 µM; actives 0.59% (n = 350,000); AID 588475;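 active means inhibition of the ligand-induced calcium signal above about 50% at the single tested concentration, limit read from the data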
Numbers without * were called inactive.

`NC1=NC2CS(=O)(=O)CC2S1` (stereo unspecified) gave CHRM5 PAM -2, IDE cell inh -2, M5 antag 4, CRFR2-BP ag -0.4, M4 ag 1, CHRM4 antagonist -2, M4 PAM 7, CHRM5 agonist 0 and CRFBP-R2 block 9.
Screening COc1ccc(NC(=O)c2ccc(-c3ccc(F)cc3)o2)cc1OC returned CHRM5 PAM -5, M5 antag 1, CRFR2-BP ag -2.6, M4 ag 14, CHRM4 antagonist -9, M4 PAM -10, CHRM5 agonist 5 and CRFBP-R2 block 15.
COc1cc(C2C(C#N)=C(N)Oc3cc(N(C)C)ccc32)cc2c1OCO2 (stereo unspecified) was read as CHRM5 PAM -4, IDE cell inh 19*, M5 antag 1, CRFR2-BP ag 158*, M4 ag 5, CHRM4 antagonist 9, M4 PAM -6, CHRM5 agonist 2 and CRFBP-R2 block -193.
`O=C(NCCCCCNC(=O)c1ccccn1)c1ccccn1` gave CHRM5 PAM 1, IDE cell inh -2, M5 antag 7, CRFR2-BP ag 5.0, M4 ag 0, CHRM4 antagonist -8, M4 PAM 9, CHRM5 agonist 4 and CRFBP-R2 block 2.
For COC(=O)c1c(-c2ccccc2OC)sc2cc3c(cc12)OCO3 the results were CHRM5 PAM -4, IDE cell inh 1, M5 antag -17, CRFR2-BP ag -0.1, M4 ag 1, CHRM4 antagonist -15, M4 PAM 2, CHRM5 agonist -2 and CRFBP-R2 block 16.
O=C(COC(=O)CCNS(=O)(=O)c1ccccc1)NC1CC1 was read as CHRM5 PAM 3, IDE cell inh -5, M5 antag 4, CRFR2-BP ag 1.1, M4 ag 2, CHRM4 antagonist 5, M4 PAM 10, CHRM5 agonist 0 and CRFBP-R2 block -9.
`COCCn1c(=NC(=O)CSCC(=O)Nc2cc(C)on2)sc2cc(C(=O)OC)ccc21` gave CHRM5 PAM -4, IDE cell inh 1, M5 antag 2, CRFR2-BP ag 0.9, M4 ag 2, CHRM4 antagonist -7, M4 PAM -2, CHRM5 agonist -4 and CRFBP-R2 block -12.
Screening Cc1ccccc1CC1(CO)CCCN(C(=O)CCCN2CCCCC2=O)C1 (stereo unspecified) returned CHRM5 PAM 9, IDE cell inh -1, M5 antag -3, CRFR2-BP ag -0.8, M4 ag 2, CHRM4 antagonist -2, M4 PAM 1, CHRM5 agonist 4 and CRFBP-R2 block -18.
COc1ccc(C(=O)NCc2cc3ccccc3n2C)cc1 was read as CHRM5 PAM 0, IDE cell inh 2, M5 antag 0, CRFR2-BP ag 0.6, M4 ag 1, CHRM4 antagonist 9, M4 PAM -2, CHRM5 agonist 0 and CRFBP-R2 block 2.
For CCN(CC)C(=O)C1=C(C)N(Cc2ccc(F)cc2)C(=O)C(CC(=O)NCCc2ccccn2)C1 (stereo unspecified) the results were CHRM5 PAM -3, M5 antag 4, CRFR2-BP ag -0.9, M4 ag 1, CHRM4 antagonist -19, M4 PAM 8, CHRM5 agonist 2 and CRFBP-R2 block 7.
Nc1ccc2c(c1Cl)C(=O)c1ccc(N)c(Cl)c1C2=O was read as CHRM5 PAM -4, M5 antag 9, CRFR2-BP ag -0.9, M4 ag 1, CHRM4 antagonist 5, M4 PAM -2, CHRM5 agonist -1 and CRFBP-R2 block 6.
Screening N#Cc1ccc(OCC(=O)N/N=C2\CCc3ccccc32)cc1 returned CHRM5 PAM 18*, IDE cell inh 6, M5 antag -5, CRFR2-BP ag -1.0, M4 ag 1, CHRM4 antagonist 3, M4 PAM -4, CHRM5 agonist -3 and CRFBP-R2 block 4.

The last 3 entries of the part before come first, to join the parts:
For CCN(CC)C(=O)C1=C(C)N(Cc2ccc(F)cc2)C(=O)C(CC(=O)NCCc2ccccn2)C1 (stereo unspecified) the results were CHRM5 PAM -3, M5 antag 4, CRFR2-BP ag -0.9, M4 ag 1, CHRM4 antagonist -19, M4 PAM 8, CHRM5 agonist 2 and CRFBP-R2 block 7.
Nc1ccc2c(c1Cl)C(=O)c1ccc(N)c(Cl)c1C2=O was read as CHRM5 PAM -4, M5 antag 9, CRFR2-BP ag -0.9, M4 ag 1, CHRM4 antagonist 5, M4 PAM -2, CHRM5 agonist -1 and CRFBP-R2 block 6.
Screening N#Cc1ccc(OCC(=O)N/N=C2\CCc3ccccc32)cc1 returned CHRM5 PAM 18*, IDE cell inh 6, M5 antag -5, CRFR2-BP ag -1.0, M4 ag 1, CHRM4 antagonist 3, M4 PAM -4, CHRM5 agonist -3 and CRFBP-R2 block 4.
`CCCN1C(=O)CSC1=Nc1ccccc1` gave CHRM5 PAM 0, IDE cell inh -4, M5 antag -1, CRFR2-BP ag 0.0, M4 ag 0, CHRM4 antagonist 5, M4 PAM 2, CHRM5 agonist -4 and CRFBP-R2 block 16.
Screening COc1ccc(NC(=S)N(CCC(C)C)C2CCN(C(C)C)CC2)cc1Cl returned CHRM5 PAM -6, IDE cell inh 2, M5 antag 14, CRFR2-BP ag 2.9, M4 ag 3, CHRM4 antagonist 5, M4 PAM -5, CHRM5 agonist -1 and CRFBP-R2 block -8.
For CC1=Nc2cc(C(=O)NCc3ccco3)ccc2Sc2ccc(C)cc21 the results were CHRM5 PAM -4, IDE cell inh -3, M5 antag 5, CRFR2-BP ag -1.8, M4 ag 0, CHRM4 antagonist -3, M4 PAM 11, CHRM5 agonist -4 and CRFBP-R2 block 1.
CCOc1ccc(-c2c(C(=O)N/N=C/c3ccncc3)nnn2-c2nonc2N)cc1 was read as CHRM5 PAM -9, IDE cell inh -2, M5 antag 15, CRFR2-BP ag 1.2, M4 ag 23, CHRM4 antagonist 8, M4 PAM -8, CHRM5 agonist -2 and CRFBP-R2 block -27.
For Cc1cc(C)cc(NC(=O)C(OC(=O)C2=COCCO2)c2ccccc2)c1 (stereo unspecified) the results were CHRM5 PAM -4, IDE cell inh 3, M5 antag -3, CRFR2-BP ag -1.7, M4 ag 0, CHRM4 antagonist -3, M4 PAM 0, CHRM5 agonist 1 and CRFBP-R2 block 19.
Screening CC(=O)NCCNc1nc2cc(-c3cc(F)ccc3C)sc2c(=O)n1C returned CHRM5 PAM -1, M5 antag -5, M4 ag 5, CHRM4 antagonist -1, M4 PAM 4 and CHRM5 agonist 1.
Cc1ccc(C2N(c3ccccc3)C(=S)N3CCCN23)cc1 (stereo unspecified) was read as CHRM5 PAM -29, IDE cell inh 1, M5 antag 10, CRFR2-BP ag -1.4, M4 ag 0, CHRM4 antagonist 48*, M4 PAM -14, CHRM5 agonist -13 and CRFBP-R2 block -11.
`O=C(NCc1cccnc1)c1ccc(COc2cccc3ccccc23)o1` gave CHRM5 PAM -3, IDE cell inh 6, M5 antag -4, CRFR2-BP ag -2.1, M4 ag 6, CHRM4 antagonist 0, M4 PAM -1, CHRM5 agonist -5 and CRFBP-R2 block 2.
`COc1ccc(C(C)=O)cc1COC(=O)CSC(C)C(=O)Nc1cc(C)on1` (stereo unspecified) gave CHRM5 PAM -4, IDE cell inh -1, M5 antag 0, CRFR2-BP ag 0.6, M4 ag 1, CHRM4 antagonist -22, M4 PAM -1, CHRM5 agonist -4 and CRFBP-R2 block 1.
For O=C(Nc1ccccc1N1CCCCC1)c1ncoc1-c1ccc(F)cc1 the results were CHRM5 PAM 0, IDE cell inh -4, M5 antag 6, CRFR2-BP ag -2.3, M4 ag 1, CHRM4 antagonist 4, M4 PAM -7, CHRM5 agonist -2 and CRFBP-R2 block -5.
`CCC(Oc1ccccc1)C(=O)NC1CCSC1=O` (stereo unspecified) gave CHRM5 PAM 0, IDE cell inh 4, M5 antag 4, CRFR2-BP ag 0.7, M4 ag 2, CHRM4 antagonist -7, M4 PAM -5, CHRM5 agonist 0 and CRFBP-R2 block 1.
COc1cc(NC(=S)NC2CC(C)(C)NC(C)(C)C2)cc(OC)c1 was read as CHRM5 PAM 1, IDE cell inh 0, M5 antag 10, CRFR2-BP ag 3.2, M4 ag 1, CHRM4 antagonist -4, M4 PAM 4, CHRM5 agonist 1 and CRFBP-R2 block -10.
COc1ccc(NC(=O)COc2cc(C)cc(C)c2)cc1S(=O)(=O)N1CCCCC1 was read as CHRM5 PAM -1, IDE cell inh 4, M5 antag 1, CRFR2-BP ag 0.3, M4 ag 0, CHRM4 antagonist -20, M4 PAM 1, CHRM5 agonist -4 and CRFBP-R2 block -1.
For Cc1cc(C(=O)N2CCCC(Nc3ccc(C(C)C)cc3)C2)nn1C (stereo unspecified) the results were CHRM5 PAM 1, IDE cell inh 0, M5 antag 0, CRFR2-BP ag -1.1, M4 ag 0, CHRM4 antagonist 1, M4 PAM 5, CHRM5 agonist -4 and CRFBP-R2 block 3.
Screening Cn1cccc1/C=N/N1CCN(Cc2cccc3ccccc23)CC1 returned CHRM5 PAM 1, IDE cell inh 14, M5 antag 1, CRFR2-BP ag -0.7, M4 ag 1, CHRM4 antagonist -7, M4 PAM 3, CHRM5 agonist -11 and CRFBP-R2 block 2.
`CCC(=O)N(CCC1(C(C)C)CCOC(C)(C)C1)Cc1ccco1` (stereo unspecified) gave CHRM5 PAM -4, IDE cell inh 1, M5 antag 5, CRFR2-BP ag 0.1, M4 ag 0, CHRM4 antagonist 8, M4 PAM 22, CHRM5 agonist 2 and CRFBP-R2 block 20.
Screening N/C(=N\OC(=O)c1ccc2ccccc2c1)c1ccncc1 returned CHRM5 PAM -7, IDE cell inh 0, M5 antag 0, CRFR2-BP ag -0.7, M4 ag 4, CHRM4 antagonist -13, M4 PAM 6, CHRM5 agonist -5 and CRFBP-R2 block -22.
CCOc1ccccc1N(C)C(=O)CCS(=O)(=O)c1ccc2c(c1)NC(=O)CO2 was read as CHRM5 PAM -4, IDE cell inh 6, M5 antag 10, CRFR2-BP ag 0.2, M4 ag 1, CHRM4 antagonist -1, M4 PAM 10, CHRM5 agonist 0 and CRFBP-R2 block 6.
`Cc1sc2ncnc(N3CCC(C(=O)NCC(=O)Nc4ccc(F)c(F)c4)CC3)c2c1C` gave CHRM5 PAM -8, IDE cell inh 6, M5 antag 5, CRFR2-BP ag 1.0, M4 ag 17, CHRM4 antagonist 7, M4 PAM -7, CHRM5 agonist 3 and CRFBP-R2 block -5.
`COc1cc2c(cc1NC(=O)c1cc(-c3ccccn3)nc3ccccc13)oc1ccccc12` gave CHRM5 PAM 3, IDE cell inh 2, M5 antag 0, CRFR2-BP ag 3.3, M4 ag 0, CHRM4 antagonist 3, M4 PAM -1, CHRM5 agonist -1 and CRFBP-R2 block -20.
`COc1cccc(CC2(CO)CCCN(Cc3ccc(CN4CCCCC4)s3)C2)c1` (stereo unspecified) gave CHRM5 PAM 1, IDE cell inh 0, M5 antag -1, CRFR2-BP ag -0.1, M4 ag 1, CHRM4 antagonist 6, M4 PAM -9, CHRM5 agonist -6 and CRFBP-R2 block -23.
O=C(NC(Cc1ccccc1)C(=O)O)c1ccc(S(=O)(=O)N2CCCC2)cc1 (stereo unspecified) was read as CHRM5 PAM 3, IDE cell inh 2, M5 antag -1, CRFR2-BP ag 0.6, M4 ag 1, CHRM4 antagonist -15, M4 PAM 11, CHRM5 agonist -1 and CRFBP-R2 block -5.
